Screens: PubChem, NMMLSC
Bcl-2 Bim block – disrupts Bim peptide binding to human Bcl-2; actives 0.06% (n = 190,000); AID 950; inhibition, % at 10 µM; Bead-based flow cytometry, Bim peptide-Bcl-2 binding; in the data active = inhibition above about 40%; inconclusive = no clear call, values can overlap the other calls;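 also: 0% = no compound wells with probe peptide and 100% = reference peptide inhibitor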
Target sequence (P10415 whole entry, looked up): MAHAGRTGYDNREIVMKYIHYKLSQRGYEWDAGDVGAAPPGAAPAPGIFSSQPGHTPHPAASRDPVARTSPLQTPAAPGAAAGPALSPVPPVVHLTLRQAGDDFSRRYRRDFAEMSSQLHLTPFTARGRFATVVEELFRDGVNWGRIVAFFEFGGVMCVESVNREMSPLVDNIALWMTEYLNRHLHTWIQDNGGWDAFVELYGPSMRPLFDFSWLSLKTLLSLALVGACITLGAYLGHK
Bcl-W Bim block – disrupts Bim peptide binding to human Bcl-W; AID 952; bead-based flow cytometry; actives 0.02% (n = 190,000); inhibition, % at 10 µM;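 also: 0% = bound tracer without compound and 100% = peptide blocker; higher means less fluorescent Bim peptide bound to Bcl-W beads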
RGS4-Gao reg – modulates binding of RGS4 to human Galphao | P09471 | Multiplexed bead flow cytometry; actives lie on both sides | binding response (% of control), % at 10 µM | actives 0.33% (n = 220,000) | AID 1415; in the data active = binding response below about 49% or above about 150%; inactive = in between;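 also: fluorescent Galphao activated with aluminum fluoride binding bead-coupled RGS4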
Target sequence (P09471 whole entry, looked up): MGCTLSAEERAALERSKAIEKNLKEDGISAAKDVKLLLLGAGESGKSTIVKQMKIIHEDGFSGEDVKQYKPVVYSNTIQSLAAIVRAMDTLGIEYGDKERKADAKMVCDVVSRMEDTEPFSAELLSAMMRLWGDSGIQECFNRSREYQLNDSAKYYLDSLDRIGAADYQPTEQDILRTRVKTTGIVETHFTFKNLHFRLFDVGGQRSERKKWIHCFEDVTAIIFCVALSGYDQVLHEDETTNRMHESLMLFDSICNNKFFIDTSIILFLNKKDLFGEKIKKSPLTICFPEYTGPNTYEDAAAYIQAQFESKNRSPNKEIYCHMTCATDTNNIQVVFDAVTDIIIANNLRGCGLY
Bim-Bcl-XL – inhibitors of Bim-Bcl-XL interaction, human; Q07817; Bim peptide-Bcl-XL binding, bead flow cytometry, fluorescence; inhibition, % at 10 µM; actives 0.04% (n = 190,000); AID 1007
Target sequence (Q07817 whole entry, looked up): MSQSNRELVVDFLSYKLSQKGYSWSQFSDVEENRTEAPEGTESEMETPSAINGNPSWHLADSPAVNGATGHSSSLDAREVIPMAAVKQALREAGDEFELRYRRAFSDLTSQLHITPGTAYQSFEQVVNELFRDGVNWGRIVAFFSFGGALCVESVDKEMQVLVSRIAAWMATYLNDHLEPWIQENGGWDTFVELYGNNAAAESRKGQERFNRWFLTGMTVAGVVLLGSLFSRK
Bim-Bcl-B – disrupts Bim peptide binding to human Bcl-B. bead-based flow cytometry. AID 951. Q9HD36. inhibition, % at 10 µM. actives 0.073% (n = 190,000);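 also: 0% = tracer peptide without compound and 100% = reference inhibitor peptide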
RGS8-Gao – human RGS8-Galphao interaction regulation; actives 0.34% (n = 220,000); multiplexed bead flow cytometry, RGS8-Galphao binding; actives lie on both sides; P09471; response (percent of control binding), % at 10 µM; in the data active = response below about 60% or above about 140%; inactive = in between;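 also: Galphao activated as the GDP aluminium fluoride complex binding bead-coupled RGS8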
ABCG2 block – blocks JC-1 efflux by human ABCG2 transporter | IgMXP3 cells, flow cytometry | inhibition, % at 6.6 µM | actives 0.1% (n = 190,000);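 active = inhibition above 80%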;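 also: 0% = DMSO and 100% = nicardipine control wells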
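System: two drug-resistant human cell lines, ABCG2 and ABCB1; controls: nicardipine high and DMSO low controls; times: 10 min exposure at 25 °C with rotation, no wash; detection: flow cytometry of retained JC-1 fluorescence; read-out basis: percent efflux inhibition, scaled nicardipine 100% to DMSO 0%; doses: one concentration, 6.6 µM final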
ABCB1 block – inhibitors of human ABCB1 transporter, ABCG2 counter-screen | P08183 | CCRF-Adr cells, JC-1 efflux, flow cytometry | inhibition, % at 6.6 µM | actives 0.067% (n = 190,000) | AID 1326; in the data active = inhibition above about 40%;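 also: 0% = vehicle and 100% = reference inhibitor; higher value means more JC-1 retained so stronger ABCB1 efflux block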
Bim-Bfl-1 – disrupts Bim binding to human Bfl-1 | Q16548 | Bead-based flow cytometry, Bim-Bfl-1 binding inhibition | actives 0.12% (n = 190,000) | inhibition, % at 10 µM | AID 1008;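 also: 0% = wells without compound plus tracer and 100% = blocker peptide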
RGS7-Gao – human RGS7-Galphao interaction regulation | P09471 | Multiplexed bead flow cytometry, RGS7-Galphao binding; actives lie on both sides | binding response (% of control), % at 10 µM | actives 0.35% (n = 220,000) | AID 1439; in the data active = binding response below about 49% or above about 150%; inconclusive = no clear call, values can overlap the other calls; inactive = in between;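 also: fluorescent Galphao held in activated GDP-AlF4 state binding bead-coupled RGS7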
Bim-Mcl-1 – disrupts Bim peptide binding to human Mcl-1; Q07820; Bead-based flow cytometry, Bim peptide-Mcl-1 binding; inhibition, % at 10 µM; actives 0.1% (n = 190,000);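 also: 0% = no compound tracer wells and 100% = peptide blocker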
* hit, by the source's call; ? = inconclusive; · = not tested or not shown. Rule as the data show it, unless noted: active = inhibition above about 40%.

Under each structure – RGS8-Gao	ABCG2 block	RGS7-Gao	ABCB1 block	Bim-Bfl-1	Bim-Bcl-B	Bim-Bcl-XL	Bcl-W Bim block	Bim-Mcl-1	RGS4-Gao reg	Bcl-2 Bim block
CCOc1ccc(S(=O)(=O)Nc2ccncc2)c(C)c1C
  107	9	106	1.0	-5	-4	2	0	0	108	1
Cn1c(O)c(N=NC(=O)Cn2c(C(F)(F)F)nc3ccccc32)c2ccccc21
  100	1	97	4.1	-9	-13	-17	-14	-25	97	-8
Cc1sc(NC(=O)CSc2nnc(-c3ccc(F)cc3)o2)c(C#N)c1C
  99	0	98	-0.1	-1	-4	-6	0	0	97	-1
COc1ccc2nc3c(c(-c4ccccc4)c2c1)CCC3
  103	16	99	0.8	1	-4	0	-1	-1	98	-5
C#CCN(C)CC/C=C1\c2ccccc2CSc2ccccc21
  75	-2	90	0.7	-2	-9	-7	-6	0	91	4
COc1cc(NS(=O)(=O)c2ccc(NC(=O)c3ccc(C)o3)cc2)nc(OC)n1
  100	-1	103	-0.2	0	3	-7	0	0	103	1
CC(=O)N(CCC1(C(C)C)CCOC(C)(C)C1)Cc1ccco1 (stereo not drawn)
  99	0	100	0.2	-1	0	1	2	-2	98	0
CNC(=O)c1ccsc1NC(=O)c1sc2ccccc2c1Cl
  103	4	94	0.5	0	-12	-7	-5	-6	94	-8
O=C(NCc1ccccc1)/C(=C/c1ccco1)NC(=O)c1ccco1
  91	0	94	-0.3	-1	-5	-1	-2	-7	93	-4
COC(=O)c1ccccc1NC(=O)CSc1nnc(-c2ccc(C)cc2)o1
  108	-9	100	0.8	0	0	-5	1	2	104	-2
O=C(c1cccnc1Nc1ccc2c(c1)CCC2)N1CCOCC1
  8.5*	·	-1.2*	·	-9	-6	-3	0	0	-3.1*	-5
COc1ccc(S(=O)(=O)N(CCc2ccccc2)CC(=O)N/N=C/c2ccc3c(c2)OCO3)cc1
  97	52	97	3.9	-15	-8	-4	-1	-3	96	-11
O=C(Nc1ccc(Cl)cc1)Nc1ccc(N2CCCC2)c(S(=O)(=O)Nc2ccccc2Cl)c1
  105	-3	102	-0.6	1	-3	-5	-5	-4	102	-1
CCOc1ccc(CCNC(=O)C2CCN(S(=O)(=O)N3CCOCC3)CC2)cc1OCC
  100	4	100	1.1	0	-1	-1	-3	-3	101	-3
COC(=O)c1ccc(-n2c(C)nc(=O)c(-c3ccccc3)c2C)cc1
  119	1	114	0.4	-1	-1	-7	-5	-5	112	-4
CC(=O)Nc1nc2ccccc2n1CCOc1ccccc1Cl
  106	7	103	1.0	-12	-10	-12	-2	-10	109	-9
Cc1ccc(CCNC(=O)CNC(=O)c2cccs2)cc1
  100	6	101	0.6	5	4	-1	2	0	98	3
CC(=O)c1c(N2CCOCC2)nc(=O)n(-c2ccccc2)c1C
  104	1	101	0.1	-20	-6	-3	-3	-3	105	-8
O=C1NCC(c2ccccc2)C1C(=O)N/N=C\c1ccc(-c2cccc(Cl)c2Cl)o1 (stereo not drawn)
  103	3	106	0.1	-6	-6	-1	6	0	102	-4
NCCOc1cnn(-c2ccccc2Cl)c(=O)c1Cl
  107	-3	105	-3.3	·	·	·	·	·	105	?
CC(C)(C)c1nnc(NC(=O)Cc2ccccc2[N+](=O)[O-])s1
  103	9	110	1.0	5	-11	-1	0	-4	100	2
CCOc1cc(N2CCOCC2)c(OCC)cc1NC(=O)CN1C(=O)NC(CC(C)C)C1=O (stereo not drawn)
  102	0	?	0.0	-1	-6	-1	0	-1	104	-1
CCOc1nc(NCCC2=CCCCC2)nc(N2CCOCC2)n1
  99	25	100	0.9	-19	-15	-12	-2	-4	101	-11
Cc1cc(-c2csc(NC(=O)c3ccc(S(=O)(=O)N(C)C)cc3)n2)c(C)n1-c1ccccc1
  106	-5	104	-0.8	4	0	0	0	-1	107	0
Cc1ccc(-c2nc3cnccn3c2Nc2ccc3c(c2)OCCO3)o1
  100	2	103	0.9	-1	-7	-7	-1	0	102	1
CC12CCC(C(=O)Nc3cccc(Cl)c3)(C(Br)C1=O)C2(C)C (stereo not drawn)
  105	2	109	-0.2	-4	-5	-2	-5	0	107	-5
Cc1cccc(-n2ncc3c(NCc4ccc5c(c4)OCO5)ncnc32)c1
  104	2	100	0.0	-2	-2	-4	0	0	102	-3
COC(=O)CN1C(=O)N/C(=C/c2cc(Cl)c(OC)c(OC)c2)C1=O
  100	1	98	0.0	-8	-3	-4	-4	0	101	-2
C#CCOCCOCCOCCNc1nc(N2CCN(C(=O)[C@H](CCC(=O)O)n3cc(C(N)Cc4ccc(O)cc4)nn3)CC2)nc(N2CCN(C(=O)[C@H](CCC(=O)O)n3cc(C(N)Cc4ccc(O)cc4)nn3)CC2)n1 (stereo partly drawn)
  101	1	107	0.2	-6	-5	-4	-4	-5	104	-4
CCn1cc([N+](=O)[O-])c(C(=O)N2N=C(c3ccc4ccccc4c3)CC2c2ccccc2O)n1 (stereo not drawn)
  101	5	104	1.7	3	-9	-6	-3	-3	101	-10
Cc1ccccc1-c1noc(-c2ccc(O)cc2)n1
  101	10	96	1.0	-10	-7	-3	0	-1	100	-6
CCOc1ccc(-c2nnn(CC(=O)NCc3ccc4c(c3)OCO4)n2)cc1
  102	1	105	0.1	0	-7	-6	-1	-3	104	-2
COc1ccc(NC(=O)c2cc(F)cc(F)c2)cc1Cl
  101	0	95	0.0	-8	-3	0	2	1	101	-7
CCC1C(=O)N=C(SCC(=O)Nc2ccc(Br)cn2)NC1=O (stereo not drawn)
  103	0	106	0.0	-3	-11	-1	0	0	100	-1
O=C(NCCOC(=O)c1ccc(C(=O)OCCNC(=O)c2ccccc2)o1)c1ccccc1
  104	3	95	0.4	-3	-5	-2	0	0	98	-8
O=C1c2cccnc2C(=O)N1Cc1ccc(Cl)cc1
  103	3	101	1.4	-4	-4	2	3	-1	103	-2
O=C(O)c1cc2ccccc2c(=O)s1
  99	-2	98	-0.4	3	0	-3	0	-1	98	-1
CC1(C)CC(=O)C(C2(O)C(=O)N(Cc3ccccc3)c3ccccc32)CO1 (stereo not drawn)
  108	0	99	-0.2	-4	0	-2	-6	0	101	-4
C1CCC(NC2=NCCC2)CC1
  102	2	103	0.6	1	0	0	0	0	102	0
COc1ccc(C2CC(c3ccc4ccccc4c3)=NN2C(=O)CN2CCC(C(N)=O)CC2)cc1 (stereo not drawn)
  103	-3	?	-0.8	5	-1	0	3	-1	103	-1
CC(Oc1ccc(Cl)cc1)C(=O)NCCCn1ccnc1 (stereo not drawn)
  102	1	101	0.5	-18	-8	-5	-1	-2	103	-9
O=C(NC(=S)N1CCN(c2nc(-c3ccccc3)cs2)CC1)c1cncc(Br)c1
  101	-1	102	-0.6	-5	-26	-2	0	0	96	-2
COC(=O)/C(C#N)=C/c1c[nH]c2ccccc12
  102	21	101	0.4	-5	0	0	1	5	102	0
CC(C)n1nnnc1SCC(=O)NNC(=O)C1CCCCC1
  103	3	97	0.8	-5	0	-1	1	0	99	0
O=C(NCc1ccco1)C12CN(Cc3ccccc3)CC1C(c1cccc([N+](=O)[O-])c1)=NO2 (stereo not drawn)
  105	1	101	1.2	-1	0	1	-1	0	101	-3
CCCOc1ccc(NC(=O)CC2C(=O)N(CC)C(=S)N2Cc2cccs2)cc1 (stereo not drawn)
  102	0	99	0.2	-11	-8	-1	1	0	99	-11
CCOc1ccc(C(=O)Nc2ccccc2N2CCOCC2)cc1
  100	6	96	1.1	-3	1	0	0	0	94	0
COc1cccc(NS(=O)(=O)c2ccc3[nH]cc(C(=O)NCCCOC(C)C)c(=O)c3c2)c1
  99	-2	99	-0.7	-3	-4	-3	0	-2	100	0
O=C(CC(SCCO)c1ccc(F)cc1)c1ccco1 (stereo not drawn)
  102	1	101	0.3	0	-1	-3	2	2	106	-5
CCOc1ccc(-n2c(SCC(=O)Nc3ccc4c(c3)OCCO4)nc3c(c2=O)SCC3)cc1
  103	23	103	7.6	-9	-10	-8	-8	-9	103	-8
Cc1cc(NC(=O)Cc2ccccc2)nc2c1c(=O)oc1ccccc12
  96	2	97	0.5	10	9	8	9	7	101	10
COc1ccc(Cl)cc1NC(=O)c1ocnc1C
  102	0	102	0.0	-5	-7	-5	-5	-2	101	-6
CCc1ccc(C(=O)NNC(=S)Nc2ccc(S(N)(=O)=O)cc2)s1
  103	-1	103	-0.8	-6	-15	-4	-5	-2	102	-4
CC(C)NC(=S)N/N=C/c1ccc2c(c1)OCCO2
  103	50	109	-0.3	-7	-7	-12	-8	-13	105	-7
CCOC(=O)C(NC(C)=O)(Nc1ccc(S(N)(=O)=O)cc1)C(F)(F)F (stereo not drawn)
  92	1	106	0.7	25	20	33	22	27	103	15
CCOC(=O)CON1C(=O)c2ccccc2C1=O
  98	0	96	-0.1	-11	-3	-3	0	2	95	-3
CCOc1ccccc1C(=O)Nc1cc(Cl)ccc1O
  99	6	101	0.4	-9	-8	-4	1	0	99	-12
O=C(O)CCC(=O)Nc1cccc2cccnc12
  100	3	110	1.1	-3	-5	-1	-2	-1	103	-1
CCOc1ccc(S(=O)(=O)N2CCN(c3ccccc3)CC2)c2cccnc12
  100	5	91	1.7	0	0	-1	-1	2	92	2
Cc1nc(/N=C\N(C)C)sc1C(=O)Nc1ccccc1
  112	9	115	0.8	-8	-8	-12	-3	-6	116	-10

Next part.
Under each structure – RGS8-Gao	ABCG2 block	RGS7-Gao	ABCB1 block	Bim-Bfl-1	Bim-Bcl-B	Bim-Bcl-XL	Bcl-W Bim block	Bim-Mcl-1	RGS4-Gao reg	Bcl-2 Bim block
Cc1ccc(SC(C)c2nc(-c3ccncc3)no2)cc1 (stereo not drawn)
  103	3	103	0.2	-5	-10	-25	-1	0	103	-7
N#CCC(=O)Nn1c(=S)[nH]c2ccccc2c1=O
  100	2	103	1.8	-4	-8	0	-1	0	98	-1
C/C(CC(=O)Nc1ccccc1)=N\NC(=O)COc1ccc(C)cc1Br
  96	3	94	-0.7	-8	-4	-5	-4	-2	97	-7
Cn1c(NC(=O)COc2ccccc2)cc(=O)n(C)c1=O
  101	7	98	0.4	0	-3	-1	-2	1	96	-1
NC(=O)C1CCN(c2cc(N3CCOCC3)ccc2[N+](=O)[O-])CC1
  98	1	95	0.4	-3	-5	-1	0	0	95	2
NS(=O)(=O)c1ccc(NC(=O)Cc2c(F)cccc2Cl)cc1
  103	0	100	0.1	-4	0	-1	0	0	101	0
O=c1c2ccccc2sn1-c1ccccc1
  18*	0	91	0.1	15	-12	-2	-2	-11	78	6
Cc1cc(C(=O)NCc2ccc(C(=O)O)o2)c(C)o1
  100	0	101	0.1	-3	-1	-4	-4	-5	103	-3
